# High-throughput results from PubChem.
# RXFP1 ag: qHTS Assay for Agonists of the Relaxin Receptor RXFP1 | HEK293T-RXFP1 cAMP TR-FRET, 30 min; response scale: percent of porcine relaxin response, buffer zero | Relaxin receptor 1 (Homo sapiens), Q9HBX9 | 370,000 compounds, 0.3% hits | Potency, µM (titrated, usually from 57.5 µM), for the others: at the highest dose activation, hits mostly activators; also: % is scaled to controls: 0 for no effect and ±100 for the full control effect; nearly all actives have a fitted effect of over 60% in size; many of its hits are not listed in these tables
#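 Agonist response is measured as cAMP accumulation in an RXFP1-transfected HEK293T line under PDE4 inhibition. Values are scaled between buffer-only and 29 nM porcine relaxin, and EC50s come from standard Hill equation fits.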
# TrxR1 substrate: qHTS Assay for Substrates of Mammalian Selenoprotein Thioredoxin Reductase 1 (TrxR1): qHTS; Thioredoxin reductase 1, cytoplasmic (Rattus norvegicus), O89049; purified TrxR1 substrate turnover, NADPH consumption readout; Potency, µM (highest dose often 114 µM), for inactives: top-dose activity change, negative = substrate turnover; 390,000 compounds, 0.01% hits; AID 588456, 2011; also: % is scaled to controls: 0 for no effect and ±100 for the full control effect; nearly all actives have a fitted effect of over 50% in size
#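 Rat TrxR1, dispensed at 90 nM, was prereduced with 400 uM NADPH (final) for 5 min at ~22 deg C, then incubated with compound 15 min before 400 uM selenite. A first-read NADPH fluorescence drop versus no-compound background flagged substrates.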
# USP1 inh: Inhibitors of USP1/UAF1: Primary Screen. Ubiquitin carboxyl-terminal hydrolase 1 (Homo sapiens), O94782. recombinant USP1/UAF1, Ub-Rhodamine cleavage fluorescence. Potency, µM (doses to about 57.1 µM), without a hit: at the top dose activity change, negative = inhibition, usual class: inhibitors. 390,000 compounds, 0.23% hits; also: % is scaled to controls: 0 for no effect and ±100 for the full control effect; nearly all actives have a fitted effect of over 60% in size; inactives centre near -12
# Target sequence (O94782 whole entry, looked up): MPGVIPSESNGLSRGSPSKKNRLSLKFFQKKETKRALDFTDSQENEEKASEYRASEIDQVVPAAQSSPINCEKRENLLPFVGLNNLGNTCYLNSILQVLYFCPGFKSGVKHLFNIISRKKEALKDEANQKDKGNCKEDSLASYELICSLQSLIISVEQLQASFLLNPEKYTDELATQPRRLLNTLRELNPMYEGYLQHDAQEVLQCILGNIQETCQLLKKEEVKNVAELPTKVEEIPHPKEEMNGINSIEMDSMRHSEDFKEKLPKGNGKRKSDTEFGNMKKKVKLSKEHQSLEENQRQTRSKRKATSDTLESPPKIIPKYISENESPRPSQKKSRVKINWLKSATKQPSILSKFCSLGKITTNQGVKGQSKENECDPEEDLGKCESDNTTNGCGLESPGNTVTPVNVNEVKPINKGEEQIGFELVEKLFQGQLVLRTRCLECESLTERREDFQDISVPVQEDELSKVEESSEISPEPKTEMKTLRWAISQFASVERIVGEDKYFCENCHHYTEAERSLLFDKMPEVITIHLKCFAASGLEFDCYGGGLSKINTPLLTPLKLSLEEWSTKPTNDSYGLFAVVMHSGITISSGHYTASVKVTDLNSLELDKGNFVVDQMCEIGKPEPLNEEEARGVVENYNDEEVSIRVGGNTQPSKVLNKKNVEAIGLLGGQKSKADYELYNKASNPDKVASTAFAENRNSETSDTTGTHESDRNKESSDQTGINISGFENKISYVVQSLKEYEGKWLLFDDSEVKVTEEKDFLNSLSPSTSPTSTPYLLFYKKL
#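 In this screen, compounds sit with the deubiquitinase complex (1nM) for 15 min at room temperature before Ub-Rho is added at 150nM final. Fluorescence rise is then followed for 6 reads every 60 seconds.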
# Vif-A3G inh: qHTS for Inhibitors of Vif-A3G Interactions: qHTS. HeLa A3G-eYFP + Vif (tagged APOBEC3G with the HIV-1 protein that degrades it), YFP fluorescence, overnight. 410,000 compounds, 0.076% hits. DNA dC->dU-editing enzyme APOBEC-3G (Homo sapiens), Q9HC16. Potency, µM (doses to about 46.1 µM), inactives show top-dose activity, negative = active, hits mostly inhibitors;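 also: % is scaled to controls: 0 for no effect and ±100 for the full control effect; nearly all actives have a fitted effect of over 60% in size; hits raise eYFP signal because A3G escapes Vif-driven loss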
#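 Read-out is eYFP fluorescence (Ex 488/Em 500-530) from Vif-expressing HeLa A3G-eYFP cells; more signal means A3G escaped Vif-mediated degradation. Cells plated overnight, compound pinned in, incubated overnight at 37 deg C.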
# mIDH1 inhibitor: qHTS for Inhibitors of mutant isocitrate dehydrogenase 1 (IDH1): qHTS; 390,000 compounds, 0.093% hits; Potency, µM (doses to about 76.6 µM), for the others: at the highest dose activity change, negative = inhibition, usual class: inhibitors; AID 602179, 2012; IDH1-R132H enzyme, NADPH consumption, diaphorase/resazurin fluorescence; Isocitrate dehydrogenase [NADP] cytoplasmic (Homo sapiens), O75874; also: % is scaled to controls: 0 for no effect and ±100 for the full control effect; nearly all actives have a fitted effect of over 65% in size
#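 IDH1-R132H (0.5 ug/mL) preincubated 30 min with compound, then NADPH (0.016 mM) and alpha-KG (2 mM) added; 80 min at RT, pH 7.5. Remaining NADPH coupled via diaphorase/resazurin to fluorescence (540/590 nm); concentration-response curves normalized to no-enzyme control.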
# ALOX12 inh: Primary qHTS assay for inhibitors of human arachidonate 12S-lipoxygenase (ALOX12): Round 2 | Potency, µM (top dose mostly 108 µM), inactives show top-dose activity change, negative = inhibition, actives largely listed as inhibitors | purified 12hLO, xylenol orange hydroperoxide absorbance | Polyunsaturated fatty acid lipoxygenase ALOX12 (Homo sapiens), P18054 | 580,000 compounds, 1.1% hits | AID 1671190, 2021; also: % is scaled to controls: 0 for no effect and ±100 for the full control effect
#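 Purified human 12hLO (150 nM final) in 25 mM Hepes, 0.01% Triton X-100, pH 7.0 was preincubated 15 min at room temperature with compound. Then 40 uM arachidonic acid was added, 30 min. Hydroperoxide was read by Fe-XO absorbance ratio 573/405 nm.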
# Vif-A3F inh: qHTS for Inhibitors of Vif-A3F Interactions: qHTS; HeLa A3F-eYFP + Vif (tagged APOBEC3F with the HIV-1 protein that degrades it), YFP fluorescence increase; Potency, µM (series often up to 46.1 µM), for inactives: top-dose activity, negative = active; 390,000 compounds, 0.2% hits; also: % of control where 0% means no effect; nearly all actives have a fitted effect of over 65% in size
#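 HeLa cells stably expressing Vif plus C-terminally eYFP-tagged A3F were seeded, incubated overnight at 37 deg C, dosed with compound, incubated overnight again at 37 deg C. Yellow fluorescence (Ex 488/Em 500-530) reported blocked Vif-mediated A3F-eYFP degradation.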
# RGS4 inh: Inhibitors of Regulator of G Protein Signaling (RGS) 4: qHTS | Regulator of G-protein signaling 4 (Homo sapiens), P49798 | Transcreener GDP fluorescence polarization, RGS4-accelerated GTP hydrolysis | Potency, µM (series often up to 114 µM), for inactives: top-dose activity change, negative = inhibition, actives largely listed as inhibitors | 390,000 compounds, 0.039% hits | AID 504845, 2011; also: % is scaled to controls: 0 for no effect and ±100 for the full control effect; nearly all actives have a fitted effect of over 75% in size; some results filed as inactive show a strong effect at the top dose
# Target sequence (P49798 whole entry, looked up): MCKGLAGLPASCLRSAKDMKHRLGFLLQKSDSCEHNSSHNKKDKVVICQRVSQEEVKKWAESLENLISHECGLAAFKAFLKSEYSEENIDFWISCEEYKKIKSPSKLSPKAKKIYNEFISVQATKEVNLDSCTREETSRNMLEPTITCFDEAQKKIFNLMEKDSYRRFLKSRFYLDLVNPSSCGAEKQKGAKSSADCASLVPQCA
#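 MLSMR compounds (23 nl, pin-transferred) preincubated 10 min at room temperature with a 500nM (2x) first reagent, then RGS4 at 900nM (2x) plus Transcreener GDP mix added; fluorescence polarization (620/688 nm) read before and after 90 min at 30 °C.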
# rTrxR1 inhibitor: qHTS Assay for Inhibitors of Mammalian Selenoprotein Thioredoxin Reductase 1 (TrxR1): qHTS. 390,000 compounds, 1% hits. AID 588453, 2011. Potency, µM (titrated, usually from 114 µM), inactives show top-dose activity change, negative = inhibition, usual class: inhibitors. recombinant rTrxR1, NADPH fluorescence consumption, selenite substrate. Thioredoxin reductase 1, cytoplasmic (Rattus norvegicus), O89049; also: % is scaled to controls: 0 for no effect and ±100 for the full control effect; nearly all actives have a fitted effect of over 65% in size
#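 Rat TrxR1 (90 nM in the dispensed reagent) was pre-reduced with 400 uM NADPH for 5 min at room temperature, then incubated with compound for 15 min. After 400 uM selenite was added, NADPH fluorescence (Ex 340/Em 450 nm) was followed for 8 min.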
# * = called active by the depositor; ? = inconclusive; . = not tested or not shown; & = joins results of further samples; [ ] = remark or other dose. Calls follow the shape of the dose curve; as a rule, active = well fitted curve in the direction sought with a large enough effect; inconclusive = small, poorly fitted or top-dose-only effect, or another doubt; inactive = no such curve, though single readings can be large; an effect the other way counts as inactive or inconclusive. Potency is read from the fitted curve at half-maximal effect. The list is partial. The share of hits here may be higher or lower than overall.
molecule | RXFP1 ag | TrxR1 substrate | USP1 inh | Vif-A3G inh | mIDH1 inhibitor | ALOX12 inh | Vif-A3F inh | RGS4 inh | rTrxR1 inhibitor
N#Cc1sc2nc(C3CC3)cc(-c3ccccc3)c2c1N | 8.5% | 797%[activator] | -25% | -1% | 0% | 7% | 3% | -3% | ?
Cc1ccc(C(=O)Nc2ccncc2)o1 | 1.2% | 2% | 2% | -3% | 6% | 43%[activator] | 1% | 33% | 0%
CCOC(=O)c1ccc(N2C(=O)C(CC(=O)NC)N(CCc3ccc(OC)c(OC)c3)C2=S)cc1 (stereo not drawn) | 1.7% | 0% | -20% | 6% | 4% | -9% | -26% | -8% | 5%
CC1CC(C)CN(S(=O)(=O)c2ccc3c(c2)CCN3C(=O)CCC(=O)O)C1 (stereo not drawn) | 2.2% | -2% | -6% | -1% | -10% | . | -6% | 17% | 21%
CCOc1ccc(NC(=O)c2cn(C3CCCCC3)c(=O)c3c2c2ccccc2n3C)cc1 | 3.2% | 7% | ? | -1% | -10% | ? | 0% | -1% | 21%
O=C(O)/C=C/c1cnc2ccccc2c1 | -0.7% | 5%[11.4 µM] | ? | -6% | 5% | ? | 9% | -12% | 17%[11.4 µM]
CCOC(=O)c1oc2ccccc2c1NC(=O)CN1CCOCC1 | 0.0% | -18%[57.1 µM] | -8% | -3% | 5% | 2% | 2% | -12% | 20%[57.1 µM]
CCOC(CC(=O)NNC(=O)c1c(-c2ccccc2Cl)noc1C)OCC | -1.2% | 0% | 3% | 3% | 4% | 115%[activator] | -1% | 28% | 19%
Cc1ccc(NS(=O)(=O)c2ccc3c(c2)NC(=O)CCS3)cc1F | 0.0%&2.4% | -7%&-1% | -4%&-25% | -1%&-6% | -9%&10% | ? | 7%&-1% | 34%&-13% | 3%&5%
COc1ccc(C(=O)N/C(=C\c2cccc3ccccc23)C(=O)NCCc2c[nH]c3ccccc23)cc1OC | 0.9% | -11%[57.1 µM] | -25% | -1% | 6% | -5% | 4% | -24% | 11%[57.1 µM]
O=C(COC(=O)c1cc(-c2cccs2)nc2ccccc12)c1ccccc1 | 4.6% | 34%[activator] | ? | -4% | -2% | -13% | -7% | -17% | 36%[activator]
Cc1cccc(N2CCN(c3nc4ccccc4c(=O)n3-c3ccc(Cl)cc3)CC2)c1C | 1.0% | 9% | -7% | 8% | -9% | -16% | 0% | 10% | 32%
C=C(C)c1cccc(C(C)(C)NC(=O)NCC2CCCO2)c1 (stereo not drawn) | 0.0% | 7%[57.1 µM] | -26% | -2% | 5% | 2% | 2% | -1% | 0%[57.1 µM]
CC(=O)NC(=S)NNC(=O)CCc1ccccc1 | 0.0% | 0% | -5% | -6% | 1% | -20% | 0% | -13% | -4%
Cc1ccc(NC(=O)CSc2nc3ccccc3c(=O)n2CCCN2CCCCC2)cc1Cl | -0.1% | -10%[57.1 µM] | -4% | -5% | 11% | -27% | -10% | -28% | 28%[57.1 µM]
O=C(Nc1ccc2c(c1)OCCO2)C1CCN(C(=O)c2ccc(F)cc2)CC1 | -0.1% | 9% | -20% | -6% | 7% | -8% | -11% | -20% | 15%
COc1cccc(NC(=O)CN2C(=O)COc3ccc(S(=O)(=O)N4CCCCCC4)cc32)c1 | 3.8%&0.8% | 1%&-6% | -16%&-15% | 0%&3% | 2%&-18% | -23%&-21% | -11%&0% | -9%&6% | 8%&7%
CC(C)(C)Sc1ccc(N)nc1 | -0.8% | 15% | -2% | 1% | 8% | ? | -9% | -27% | 18%
COc1ccc(NC(=O)N(C)C[C@@H]2OCc3cn(nn3)CCCC(=O)N([C@H](C)CO)C[C@H]2C)cc1 | . | . | -12% | 1% | 6% | 19% | -1% | . | .
Cc1noc(/C=C/Nc2ccc(F)cc2F)c1[N+](=O)[O-] | -1.1% | 5%[57.1 µM] | -5% | -29% | -6% | -10% | ? | -1% | 20%[57.1 µM]

# Gathered by group, the entries above containing a furan ring, fused or not.
molecule | RXFP1 ag | TrxR1 substrate | USP1 inh | Vif-A3G inh | mIDH1 inhibitor | ALOX12 inh | Vif-A3F inh | RGS4 inh | rTrxR1 inhibitor
Cc1ccc(C(=O)Nc2ccncc2)o1 | 1.2% | 2% | 2% | -3% | 6% | 43%[activator] | 1% | 33% | 0%
CCOC(=O)c1oc2ccccc2c1NC(=O)CN1CCOCC1 | 0.0% | -18%[57.1 µM] | -8% | -3% | 5% | 2% | 2% | -12% | 20%[57.1 µM]

# (further entries)
molecule | RXFP1 ag | TrxR1 substrate | USP1 inh | Vif-A3G inh | mIDH1 inhibitor | ALOX12 inh | Vif-A3F inh | RGS4 inh | rTrxR1 inhibitor
CN(CC(=O)Nc1cccc(F)c1)C(=O)CCCc1c[nH]c2ccccc12 | -0.6% | -3% | -16% | 4% | 11% | 308%[activator] | 1% | -17% | -4%
COc1cc(F)c(S(=O)(=O)N2CCOc3ccccc32)cc1OC | -0.2% | 0% | -10% | -10% | 11% | -2% | ? | 21% | 20%
CCc1nc2ccccc2n1CCCCOc1cccc(C)c1 | -1.5% | -4% | -23% | 0% | 17% | 40µM* | 3% | -3% | 9%
CCCc1cc(=O)[nH]c(SCC(=O)N(C)CC(=O)Nc2ccccc2CC)n1 | 0.4% | -6% | -15% | 0% | -2% | 0% | 5% | -54%[56.9 µM] | 10%
CC(Nc1ccc(-c2nc(-c3ccccn3)no2)cc1[N+](=O)[O-])c1ccccc1 (stereo not drawn) | -1.3% | -2% | -3% | 1% | 15% | 1% | -9% | 1% | 1%
COc1cccc(NC(=O)Cn2c(=O)n(-c3ccc(C)cc3)c(=O)c3ccccc32)c1 | 2.9% | 3% | -9% | -2% | -3% | -12% | -6% | 12% | 11%
COCC(=O)Nc1ccccc1Br | 0.6% | 0% | 1% | -1% | 1% | 2% | -4% | 16% | 5%
CNC(=O)C1(C(F)(F)F)CC(CCCO)CCCO1 (stereo not drawn) | . | 0% | . | 2% | . | . | . | 13% | 14%
Cc1ccc(NC(=O)CN2C(=O)c3ccccc3C2=O)nc1 | -0.7% | -3% | 2% | 5% | 0% | 0% | -3% | 17% | 18%[57.1 µM]
O=C(Cc1c(F)c(F)c(F)c(F)c1F)OC12CC3CC(C1)C(=O)C(C3)C2 | 0.7% | -7% | -28% | 1% | 1% | -5% | 0% | -23% | 23%
COc1ccc(S(=O)(=O)N2CCC(C(=O)NCCCc3ccccc3)CC2)cc1 | -2.0% | 3% | -12% | 3% | 2% | -9% | 15% | 36% | 11%
COc1cccc(C(c2sc3nc(C)nn3c2O)N2CCN(c3ccccc3F)CC2)c1 (stereo not drawn) | -0.1% | 5%[57.1 µM] | -23% | 0% | -4% | . | 5% | -8% | -1%[57.1 µM]
O=C(/C=C/c1ccccc1)NC(=S)Nc1ccc(N2CCOCC2)c(Cl)c1 | -0.4% | 1% | -10% | 2% | 11% | -2% | 1% | -14% | 3%
COc1ccc(C2C(C(=O)c3ccc(C)o3)=C(O)C(=O)N2CC2CCCO2)cc1OC (stereo not drawn) | 12% | -5% | -22% | -2% | -8% | ? | 0% | 12% | 5%
COc1cc(CNC2CCCC2)cc(OC)c1 | 2.6% | 11%[57.1 µM] | 3% | 0% | 7% | 12% | 0% | -15% | 16%
CCN(CC)CCn1c(/N=C/c2ccc(OC)c(OC)c2)nc2ccccc21 | . | -5% | -4% | 2% | 7% | -61% | -8% | -3% | 22%[57.1 µM]
COc1ccc(Cc2nc3ccccc3c(=O)n2N)cc1OC | . | -1% | -2% | -2% | -10% | 401%[activator] | 10% | 6% | 11%
N#CCc1ccc(OC(=O)c2cnccc2C(F)(F)F)cc1 | -0.4% | -2% | -23% | 0% | -1% | 8% | 1% | 2% | 11%
COc1ccccc1OCCSc1nc(C)c(Cc2ccccc2)c(=O)[nH]1 | 0.3% | 5% | -20% | -6% | -6% | . | 0% | 7% | 19%

# Retrieved by compound from the list above:
molecule | RXFP1 ag | TrxR1 substrate | USP1 inh | Vif-A3G inh | mIDH1 inhibitor | ALOX12 inh | Vif-A3F inh | RGS4 inh | rTrxR1 inhibitor
CNC(=O)C1(C(F)(F)F)CC(CCCO)CCCO1 (stereo not drawn) | . | 0% | . | 2% | . | . | . | 13% | 14%
COc1ccc(S(=O)(=O)N2CCC(C(=O)NCCCc3ccccc3)CC2)cc1 | -2.0% | 3% | -12% | 3% | 2% | -9% | 15% | 36% | 11%
